Screens deposited in PubChem BioAssay by Broad Institute.
PglD DTNB: C. jejuni PglD acetyltransferase inhibitors, primary screen, biochemical, DTNB colorimetric, single point | UDP-N-acetylbacillosamine N-acetyltransferase PglD (Campylobacter jejuni) | purified PglD enzyme, DTNB colorimetric CoA detection | inhibition, % at 12.5 µM | 360,000 compounds, 0.098% hits | AID 602405, 2012; in the data active means inhibition above about 16%, passing the limit was not always enough; inconclusive means no clear call, values can overlap the other calls; further: strong numbers were not always called active
Statin myotox sup: suppressors of statin myotoxicity in C2C12 myotubes, primary screen, cell-based, single point, plate reader | C2C12 myotubes + simvastatin, ATP luminescence, 48 h; scaled: DMSO 0, geranylgeraniol control 100 | rescue of ATP level, % at 7.49 µM | 330,000 compounds, 0.78% hits | AID 602340, 2012;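 active means mean ATP rescue above about 67%, or every replicate alone reaching that limit, limit read from the data, passing the limit was not always enough; inconclusive means no clear call, values can overlap the other calls; inactive means mean under the limit and some replicate under it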;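 further: myotubes were challenged with 10 µM simvastatin during compound exposure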
PAX8 reporter: inhibitors of PAX8-driven TPO luciferase reporter, primary screen, RMG-I cells, single concentration; SteadyGlo, 24 h; inhibition, % at 12.6 µM; 360,000 compounds, 1.2% hits; AID 652154, 2013;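 active means mean replicate inhibition at least 60% with every replicate also reaching 60%; inconclusive means only one of the two criteria is met; inactive means mean below 60% and not all replicates reaching 60%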;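 further: luciferase light reporting Pax8 driven TPO promoter activity; plate controls were median of neutral control wells for no effect and mitoxantrone controls for full effect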
GSIS activator: GLuc luminescence reporter in INS-1E cells, primary screen for activators of glucose-dependent secretion of insulin; 370,000 compounds, 0.61% hits; activation, % at 16.6 µM; AID 743287, 2014; INS-1E GLuc reporter insulin secretion, 2-3 h;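 active means lowest replicate activation of at least 40%, so every replicate reaches that level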;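 further: 0% = median of neutral control wells and 100% = median of IBMX positive control wells; some compounds called inactive have numbers as strong as hits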
Cneo AK release: Cryptococcus neoformans cell lysis inducers, primary screen, AK release luminescence, single concentration; AID 651654, 2012; 360,000 compounds, 0.2% hits; C. neoformans lysis, adenylate kinase release luminescence, 4 h; normalised: neutral wells 0, clomiphene wells 100; lysis activity, % at 15 µM;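 active means mean lysis activity across replicates of at least 80%, whatever share of replicates individually reach that level; inactive means mean lysis activity below 80%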
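Material: C. neoformans cells; Schedule: 4 h static compound exposure, 37 °C, read 1 h post-reagent; Measured by: adenylate kinase release luminescence; Read-out: signal increase indicating cell lysis; Controls: Clomiphene as positive lysis control.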
LGR2 antag: inhibitors of bursicon-induced LGR2 CRE-luciferase signal, primary screen, cell-based, HEK293, CRE-luciferase reporter, bursicon stimulation | Drosophila bursicon receptor LGR2 (rickets) | bursicon-stimulated, 4 h | inhibition, % at 9.99 µM | 380,000 compounds, 0.35% hits;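 active means drop in luminescence signal, shown as inhibition above about 50% in the replicate tests, limit read from the data, passing the limit was not always enough; inconclusive means probably only some replicates passing the limit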;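 further: agonist challenge used bursicon conditioned medium at about half maximal strength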
PGC1a acetyl inh: inhibitors of PGC1a acetylation signal, primary screen, cell-based, U2OS, AlphaScreen, inhibitor mode; AlphaScreen anti-acetyl-lysine; with virally co-expressed GCN5 acetyltransferase; inhibition, % at 15.6 µM; 350,000 compounds, 0.17% hits; AID 651687, 2012;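 active means every replicate shows inhibition of at least 40%; inconclusive means mean inhibition at least 40% but some replicate below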;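 further: 0% = neutral control wells and 100% = positive control wells; some results beyond the cut were filed as inactive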
ARNT-TACC3 inh: disruptors of ARNT/TACC3 protein interaction, primary screen, biochemical, AlphaScreen, single concentration; AlphaScreen His-ARNT PAS-B/GST-TACC3 binding, luminescence; TACC3 fragment carries E629A point mutation; inhibition, % at 9.99 µM; 390,000 compounds, 0.66% hits;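 active means mean inhibition of replicates at least 50% and at least half of replicates each reaching 50%; inconclusive means half or more replicates reach 50% but mean below 50%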;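 further: 0% = complete ARNT plus TACC3 wells and 100% = ARNT alone without TACC3; many hits fall short of the cut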
An asterisk follows results filed as active; ? = inconclusive; . = no result given; & = joins results of further samples.

SMILES	PglD DTNB	Statin myotox sup	PAX8 reporter	GSIS activator	Cneo AK release	LGR2 antag	PGC1a acetyl inh	ARNT-TACC3 inh
COC(=O)[C@@H]1[C@@H](CO)[C@@H]2Cn3c(ccc(-c4cncnc4)c3=O)[C@@H]2N1C(=O)C1CCC1	0	11	-14	4	-3	2	1	20
CN1CCC(=C2c3ccccc3Sc3ccccc32)CC1	1	2	10	.	11	.	8	6
CC1CCC2C(=O)N(c3ccc(S(=O)(=O)c4ccccc4)cc3)C(=O)C2C1 (stereo not drawn)	.	19	-9	-14	.	5	.	-9
COc1ccc(/C=C(/C(=O)N2CCCCC2C(=O)O)c2ccc(OC)c(OC)c2)cc1 (stereo not drawn)	-5	-3	4	11	-2	-11	.	33
Cc1ccc(-c2noc(CNS(=O)(=O)c3ccccc3)n2)cc1	-1	.	-39	-8	-6	-2	-4	3
COc1cc(N(CCCn2cnc3c(SC)ncnc32)CCCn2cnc3c(SC)ncnc32)cc(OC)c1OC	5	-7	10	6	1	-4	.	.
CC(=O)c1ccc(N(CC(=O)NCc2ccc3c(c2)OCO3)C(=O)c2csnn2)cc1	2	2	3	15	0	-2	2	.
C[C@H](NC(=O)C[C@H]1CC[C@@H]2[C@H](COc3ccc(NS(=O)(=O)c4ccc(Cl)cc4)cc3C(=O)N2C)O1)c1ccccc1	-2	-23	-4	0	2	0	2	25
COc1ccccc1-c1c(C(F)(F)F)oc2cc(OS(C)(=O)=O)ccc2c1=O	-1	.	35	-29	-10	3	-2	-4
Cc1noc(C)c1NC(=O)N(C)C[C@H]1Oc2ccc(NC(=O)NC3CCCCC3)cc2C(=O)N([C@H](C)CO)C[C@@H]1C	1&2	13&3	-5	-6	-6&6	-5&-28	0	-6&-5
CCCN(C)C[C@@H]1Oc2cc(-c3cccc(C#N)c3)ccc2S(=O)(=O)N([C@@H](C)CO)C[C@@H]1C	-2	-6	.	-12	13	-4	22	2
O=C(CN(c1cccc(Cl)c1)S(=O)(=O)c1ccc(Cl)cc1)NCc1ccccn1	-3	24	.	.	3	10	.	47*
CCCN(C(=O)COC(=O)CSc1ccc([N+](=O)[O-])cc1)C1CCS(=O)(=O)C1 (stereo not drawn)	9	-2	1	-7	2	-17	.	-11
O=C(O/N=C1\CCS(=O)(=O)c2sccc21)c1c(F)cccc1F	.	.	1	15	.	-7	.	2
C[C@@H]1CCCCO[C@@H](CN(C)S(=O)(=O)c2ccc(F)cc2)[C@@H](C)CN([C@@H](C)CO)C(=O)c2cc(NC(=O)c3ccccc3)ccc2O1	-2	.	-15	-6	-3	15	-14	-6
C=CCNC(=O)C12CCC(C)(C(=O)[C@H]1Br)C2(C)C (stereo partly drawn)	.	-5	-4	17	.	23	0	0
CCOc1ccc(NC2OC(C)C(O)C(O)C2O)c([N+](=O)[O-])c1 (stereo not drawn)	-5	.	-19	1	2	4	6	0
Cc1ccc2c(c1)nc(NCCCO)n2C	4	.	.	.	5	.	-21	-2
COc1ccc(NC(=O)C(c2ccc(OC)cc2)N(Cc2ccco2)C(=O)CC2NC(=O)NC2=O)cc1 (stereo not drawn)	-4	4	20	-4	3	-14	.	-1
CCOC(=O)C1CCCN(C2=NC(=O)/C(=C/c3ccc(O)c(OC)c3)S2)C1 (stereo not drawn)	1	1	1	-2	-2	-9	.	-14
O=C(COc1ccc2c(-c3ccccc3)cc(=O)oc2c1)NCC(O)c1ccccc1 (stereo not drawn)	2	-42	.	.	-1	-4	4	-22
O=C(COc1ccc2ccccc2c1)NNC(=O)Cc1cccc2ccccc12	-3	114*	4	.	-2	.	-3	.
CN(C)C(=O)C[C@@H]1CC[C@H]2[C@@H](COC[C@@H](O)CN2C(=O)C2CCOCC2)O1	2	-11	-10	25	-1	-3	2	-17
CC(=O)Nc1ccc(N(C(=O)c2ccco2)C(C(=O)NC2CCCC2)c2ccc(N3CCOCC3)cc2)cc1 (stereo not drawn)	.	.	1	5	.	-36	7	-6
COc1ccc(CNC(=O)CCNS(=O)(=O)c2ccc3c(c2)oc(=O)n3C)cc1	0	10	.	.	1	.	.	5
CN(C)C(=O)c1cccc(-c2ccc([C@H]3[C@@H](CO)N4CCCCN(Cc5cccnc5)C[C@H]34)cc2)c1	-2	.	-22	7	-2	12	0	1
Cc1ccccc1C(=O)c1c[nH]c(C(=O)N2CCN(c3ccccc3F)CC2)c1	2	1	15	-43	0	38	6	2
O=C(N/N=C/c1ccc(OC(=O)c2ccccc2)cc1)c1ccc(CN2CCOCC2)cc1	-1	-10	0	.	-7	.	-11	-2
CCCCc1ccc(-c2ccc(Br)cc2O)nc1	.	-12	.	.	18	.	8	2
CCC(c1ccccc1)c1nnc(NC(=O)c2ccco2)s1 (stereo not drawn)	-7	.	0	11	-2	-23	6	.
Fc1ccccc1-c1nc(NC2CCCC2)c2ccccc2n1	-3	-11	2	-25	0	-5	11	-10
CC(C(=O)NCCc1ccc(S(N)(=O)=O)cc1)N1C(=O)CC(C)(C)Sc2ccccc21 (stereo not drawn)	0	-10	-12	-2	0	-6	4	-6
CO[C@H]1CC[C@H]2CCOc3c(C#N)cccc3C(=O)N(C)C[C@H](c3ccccc3)CC(=O)N(C)C[C@@H]1O2	2	7	-7	1	27	-5	2	-6
COc1ccc2c(C)cc(=S)[nH]c2c1	.	-7	-5	14	.	7	8	-6
CCOC(=O)C1=C(c2ccccc2)N=C2SCC(=O)N2C1c1ccc(OCC)c(OCC)c1 (stereo not drawn)	-5	7	.	-35	0	-11	8	-4
CN1C[C@H](C(=O)N[C@]2(C)O[C@@]3(O)[C@@H]4CCCN4C(=O)[C@H](Cc4ccccc4)N3C2=O)CC2c3cccc4[nH]cc(c34)C[C@H]21 (stereo partly drawn)	4&0	-21&-7	19&-31	-9	1&-1	-6&-4	?	12&9

Ordered by SMILES length (highest first): part of the list above
SMILES	PglD DTNB	Statin myotox sup	PAX8 reporter	GSIS activator	Cneo AK release	LGR2 antag	PGC1a acetyl inh	ARNT-TACC3 inh
CN(C)C(=O)c1cccc(-c2ccc([C@H]3[C@@H](CO)N4CCCCN(Cc5cccnc5)C[C@H]34)cc2)c1	-2	.	-22	7	-2	12	0	1
CC(C(=O)NCCc1ccc(S(N)(=O)=O)cc1)N1C(=O)CC(C)(C)Sc2ccccc21 (stereo not drawn)	0	-10	-12	-2	0	-6	4	-6
COc1ccc(/C=C(/C(=O)N2CCCCC2C(=O)O)c2ccc(OC)c(OC)c2)cc1 (stereo not drawn)	-5	-3	4	11	-2	-11	.	33
COc1ccc(CNC(=O)CCNS(=O)(=O)c2ccc3c(c2)oc(=O)n3C)cc1	0	10	.	.	1	.	.	5
CCOc1ccc(NC2OC(C)C(O)C(O)C2O)c([N+](=O)[O-])c1 (stereo not drawn)	-5	.	-19	1	2	4	6	0
O=C(O/N=C1\CCS(=O)(=O)c2sccc21)c1c(F)cccc1F	.	.	1	15	.	-7	.	2
Cc1ccc(-c2noc(CNS(=O)(=O)c3ccccc3)n2)cc1	-1	.	-39	-8	-6	-2	-4	3
CCC(c1ccccc1)c1nnc(NC(=O)c2ccco2)s1 (stereo not drawn)	-7	.	0	11	-2	-23	6	.
Fc1ccccc1-c1nc(NC2CCCC2)c2ccccc2n1	-3	-11	2	-25	0	-5	11	-10

The results go on.
SMILES	PglD DTNB	Statin myotox sup	PAX8 reporter	GSIS activator	Cneo AK release	LGR2 antag	PGC1a acetyl inh	ARNT-TACC3 inh
CS(=O)(=O)N1C[C@H](O)COC[C@@H]2O[C@@H](CC(=O)NCCc3ccncc3)CC[C@H]21	-2	-11	4	23	-2	11	1	4
O=C(COc1ccccc1F)c1ccc(O)cc1O	-2	1	.	.	1	.	.	0
CS(=O)(=O)N(CC(=O)N1CCN(c2ccccc2F)CC1)c1cccc(C(F)(F)F)c1	3	17	.	-28	1	-1	-5	6
CC(C)C#Cc1cnc2c(c1)C(=O)N([C@@H](C)CO)C[C@H](C)[C@@H](CN(C)C(=O)C1CCC1)O2	0	12	.	-16	17	4	-7	1
Cn1nnnc1SCC(=O)NCc1ccccc1	-1	26	.	.	-1	.	-6	0
CCOc1ccc(OCC)c(NC(=O)C2CCN(S(=O)(=O)c3c(C)noc3C)CC2)c1	1	.	.	.	2	.	-18	4
Cc1cc(C)cc(-n2cccc2/C=C2/C(=N)N3C(=NC2=O)SN=C3S(C)(=O)=O)c1	.	.	-4	11	.	5	6	5
CCN1CCN(S(=O)(=O)c2ccc(Cl)c(C(=O)Oc3ccc(CC(=O)OC)cc3)c2)CC1	0	14	0	.	5	10	-2	0
N/C(=N\OC(=O)CCCc1ccccc1)c1cccc([N+](=O)[O-])c1	.	.	-6	53	.	-16	.	-1
Cc1ccc(C)c(NS(=O)(=O)c2ccc(-c3cnc(C4CC4)o3)cc2)c1	1	-15	85*	-3	0	-19	.	25
O=C(NCC1CC1)[C@H]1[C@H](CO)[C@H]2Cn3c(cccc3=O)[C@@H]1N2C(=O)c1ccccc1	2	13	0	-7	1	10	.	-18
COc1cccc(CNC(=O)c2ccccc2NC(=O)C2=C(C)OCCS2)c1	-4	8	3	11	-3	3	.	3

At a glance, 2 of the compounds above.
SMILES	PglD DTNB	Statin myotox sup	PAX8 reporter	GSIS activator	Cneo AK release	LGR2 antag	PGC1a acetyl inh	ARNT-TACC3 inh
CS(=O)(=O)N1C[C@H](O)COC[C@@H]2O[C@@H](CC(=O)NCCc3ccncc3)CC[C@H]21	-2	-11	4	23	-2	11	1	4
O=C(COc1ccccc1F)c1ccc(O)cc1O	-2	1	.	.	1	.	.	0

Additional entries:
SMILES	PglD DTNB	Statin myotox sup	PAX8 reporter	GSIS activator	Cneo AK release	LGR2 antag	PGC1a acetyl inh	ARNT-TACC3 inh
CCc1ccccc1NC(=S)N(CCN(C)C)C(C)c1ccco1 (stereo not drawn)	.	.	-4	-18	.	26	.	1
CNc1cncc(-c2ccc(OC)c(OC)c2)n1	3	11	-39	3	4	-21	10	.
Cc1noc(C)c1S(=O)(=O)Nc1ccc2c(c1)CC(=O)N([C@@H](C)CO)C[C@@H](C)[C@H](CN(C)C(=O)Nc1ccccc1)O2	.	-4	.	10	.	-27	2	.
O=C(CC(=O)NCc1ccc(Cl)cc1)NCc1ccc(Cl)cc1	-4	5	5	7	-3	0	.	-9
COc1cc(C(=S)N2CCC(C)CC2)ccc1O	-3	13	0	.	1	.	-2	-3
CC1CC(CC(C)C(=O)NC(=S)Nc2ccc(S(N)(=O)=O)cc2)C(=O)O1 (stereo not drawn)	.	.	8	-5	.	7	4	12
CCCn1c(SCC(=O)Nc2nnc(C(C)C)s2)nc2c1c(=O)n(C)c(=O)n2C	-1	.	-2	.	1	.	.	2
CO[C@@H]1CN(C)C(=O)c2cc(NC(=O)c3ccccc3)ccc2OC[C@H](C)N(CC2CC2)C[C@H]1C	6	9	-6	-3	-2	-9	0	1
